# human PMI inhibitors: MPI inhibition at elevated mannose 6-phosphate – biochemical, fluorescence intensity, high mannose 6-phosphate, primary screen (AID 1220) | recombinant PMI enzyme, coupled fluorescence intensity; higher % means a stronger effect | inhibition, % at 20 µM; hits with a dose series show IC50 in µM | 190,000 tested, 0.66% active
# M17LAP inhibition: P. falciparum M17LAP inhibitors, primary screen, biochemical, fluorogenic H-Leu-NHMec substrate, 1536-well (AID 1619) | recombinant M17LAP, H-Leu-NHMec fluorogenic kinetic assay; higher % means a stronger effect | one-dose inhibition, % at 30 µM; IC50 in µM for titrated hits | 220,000 tested, 0.38% active;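 active means compound inhibiting the enzyme by more than half at any dose during confirmatory dose-response retesting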;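 further: plate controls were full reaction with DMSO carrier for no effect and no enzyme background for full effect; strong numbers were not always called active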
# XIAP antagonists: XIAP antagonists, biochemical, IAP family, fluorescence polarization (AID 1018); 200,000 tested, 0.007% active; displacement, % at 20 µM, or IC50 in µM where a hit was titrated; XIAP BIR domain, fluorescence polarization peptide displacement; higher % means a stronger effect; in the data active means displacement above about 50%; further: a part of the inactive calls stands beside numbers as strong as those of hits
# LYP phosphatase: PTPN22 lymphoid phosphatase activity blockers – biochemical, fluorescence intensity, uHTS (AID 1779); recombinant LYP phosphatase, fluorescence intensity; higher % means a stronger effect; inhibition, % at 11.5 µM, or IC50 in µM where a hit was titrated; 290,000 tested, 0.054% active;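 further: plate controls were vehicle with enzyme for no effect and no enzyme for full effect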
# P. falciparum M1AAP: P. falciparum M1AAP inhibitors, biochemical, fluorogenic H-Leu-NHMec substrate, 1536-well (AID 1445); recombinant M1AAP, H-Leu-NHMec fluorogenic kinetic assay; higher % means a stronger effect; inhibition, % at 30 µM; hits with a dose series show IC50 in µM; 220,000 tested, 0.42% active;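 active means primary inhibition above the hit cutoff, then over 50% inhibition at one or more dose response concentrations, cut at about 23% in these data, passing the limit was not always enough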;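 further: plate controls were DMSO full reaction for no effect and no enzyme background for full effect; strong numbers were not always called active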
# human PMI inhibition: MPI enzyme activity inhibition – biochemical, fluorescence intensity, coupled assay, primary screen (AID 1209). purified PMI enzyme, coupled fluorescence intensity; higher % means a stronger effect. inhibition, % at 20 µM; hits with a dose series show IC50 in µM. 190,000 tested, 0.42% active;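 further: plate controls were DMSO vehicle for no effect and wells lacking substrate for full effect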
# Yfh1-depleted yeast: mitochondrial function rescue without frataxin homolog – Friedreich's ataxia, plus single-dose screen, dose response (AID 1465). S. cerevisiae Yfh1-off respiration, WST-1 reduction, 72 h; higher fold induction means a stronger effect. fold induction at 50 µM; hits with a dose series show EC50 in µM. 220,000 tested, 0.074% active;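 active means fold induction of absorbance versus untreated yeast above a set limit, then at least 30% activation at any dose in follow-up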;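 further: activators that raise dye reduction in frataxin-depleted yeast; strong numbers were not always called active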
# TNAP activation fold: stimulation of alkaline phosphatase TNAP activity – biochemical, luminescent, no phosphate acceptor, uHTS, primary screen (AID 1001) | purified TNAP, luminescent activation assay, no phosphate acceptor; higher activation fold means a stronger effect | activation fold at 20 µM, or EC50 in µM where a hit was titrated | 200,000 tested, 0.03% active; in the data active means activation fold from about 3, or a potency from the dose series; inactive means the rest, 99 in 100 with activation fold below about 1.6; further: many of its hits are not listed in these tables
# WT yeast gro inh: growth inhibition of WT yeast, mitochondrial fusion screen; mitochondrial fusion phenotypic screen, WT strain; inhibition, % at 10 µM; 190,000 tested, 2.1% active; AID 1362; in the data active means inhibition above about 58%; tested in S. cerevisiae
# WT yeast gro inh mutant strain: further read-out of WT yeast gro inh, marked with its call; inhibition, %; mitochondrial fusion phenotypic screen, mutant strain inhibition
# * = called active by the depositor; i = inactive; nt = not tested or not shown. Unless noted, no stated cut-off is given here; in the data, active means inhibition above about 50%; inactive means the rest.
# Screens in order: human PMI inhibitors, M17LAP inhibition, Yfh1-depleted yeast, XIAP antagonists, LYP phosphatase, WT yeast gro inh, WT yeast gro inh mutant strain, human PMI inhibition, TNAP activation fold, P. falciparum M1AAP
> CCC(OC(=O)c1cccs1)C(=O)NCc1ccc2c(c1)OCO2 (stereo not given)
  1%, 12%, i, 16%, -2%, -6, 5, 1%, 1.1, 5%
> Cc1nn(CCCC(=O)Nc2nccs2)c(C)c1[N+](=O)[O-]
  -7%, -7%, i, -4.8%, -4%, 0, 6, 1%, 1.1, 3%
> Cc1ccc(CNC(=O)CCCN2C(=S)NC(C)(C)CC2C)cc1 (stereo not given)
  11%, 3%, i, -6.0%, -5%, 6, 19, -3%, 1, 0%
> CCN(CC)C(=O)CSc1nc(O)c(Cc2ccccc2)c(=O)n1-c1ccccc1
  -5%, 28%, i, -4.2%, 0%, 3, -1, 4%, 1.1, 9%
> COc1ccc(-c2cc(CCCC(=O)NCCc3ccc(OC)cc3OC)no2)cc1
  -1%, -9%, i, 0.2%, -4%, 11, 12, 0%, 1.1, 2%
> N#Cc1nc(-c2cccc3ccccc23)oc1NCCN1CCCCC1
  2%, -33%, i, -8.9%, -11%, 36, 23, 10%, 1.1, 14%
> COc1cc(C2C(C(=O)c3ccc(C)o3)=C(O)C(=O)N2Cc2cccnc2)ccc1O (stereo not given)
  -5%, 18%, i, -5.5%, -2%, -9, -4, 7%, 1, 5%
> C/C(=N\NC(=O)C1(C)CC1(Br)Br)c1cccc(NC(=O)C2CCC2)c1 (stereo not given)
  8%, 2%, i, -22%, 0%, -12, 1, 7%, 1, 5%
> CCCC(C)NC(=O)c1c2c(nc3ccccc13)CCC2 (stereo not given)
  -9%, 2%, i, -11%, 1%, 1, -8, -26%, 1, 0%
> COc1ccc(/C=N/NC(=O)c2ccc(O)cc2O)cc1CSc1ccccn1
  -2%, -3%, i, -13%, 0%, -1, -2, 6%, 1, 7%
> O=C(COc1ccccc1)Nc1nnc(-c2ccco2)o1
  11%, 1%, i, -4.4%, -4%, 7, 12, 6%, 1, 6%
> O=C(N/N=C/c1cc([N+](=O)[O-])ccc1O)C12CC3CC(CC(C3)C1)C2
  -34%, 9%, i, -7.6%, -4%, -4, -29, -28%, 1, 7%
> Cc1cc2nc(-c3ccc(SCC(=O)Nc4ccc(S(=O)(=O)N5CCCC5)cc4)nc3)[nH]c2cc1C
  -13%, 3%, i, -7.5%, -14%, 12, 6, 0%, 1, 4%
> CSc1cccc(NC(=S)N(CCCN2CCC(C)CC2)Cc2cccs2)c1
  10%, -3%, i, -6.9%, -1%, 14, 23, 0%, 1.2, -1%
> CCOC(=O)CN(C(=O)CNC(=O)c1cccs1)C(C(=O)NC1CCCCC1)c1cccnc1 (stereo not given)
  4%, 8%, nt, -12%, -3%, -9, -10, -3%, 1.1, -3%

# The list goes on, starting with the last 3 of the part before.
# Screens in order: human PMI inhibitors, M17LAP inhibition, Yfh1-depleted yeast, XIAP antagonists, LYP phosphatase, WT yeast gro inh, WT yeast gro inh mutant strain, human PMI inhibition, TNAP activation fold, P. falciparum M1AAP
> Cc1cc2nc(-c3ccc(SCC(=O)Nc4ccc(S(=O)(=O)N5CCCC5)cc4)nc3)[nH]c2cc1C
  -13%, 3%, i, -7.5%, -14%, 12, 6, 0%, 1, 4%
> CSc1cccc(NC(=S)N(CCCN2CCC(C)CC2)Cc2cccs2)c1
  10%, -3%, i, -6.9%, -1%, 14, 23, 0%, 1.2, -1%
> CCOC(=O)CN(C(=O)CNC(=O)c1cccs1)C(C(=O)NC1CCCCC1)c1cccnc1 (stereo not given)
  4%, 8%, nt, -12%, -3%, -9, -10, -3%, 1.1, -3%
> CCOCCCn1c(=S)[nH]c2cc(C(=O)N3CCOCC3)ccc2c1=O
  8%, -4%, i, -2.8%, -4%, -18, 0, 8%, 1.1, 6%
> CCCN(CCC)CC(O)COc1ccccc1C(=O)Nc1ccccc1 (stereo not given)
  nt, 10%, i, nt, -9%, nt, nt, nt, nt, 0%
> CCC1Oc2ccccc2N(CC(=O)NCCCN2CCCCC2C)C1=O (stereo not given)
  -6%, 11%, i, -4.3%, -5%, 10, 3, -12%, 1, 3%
> c1ccc(-c2ccc(CN3CCN(c4ncccn4)CC3)cc2)cc1
  -3%, 6%, i, 1.7%, 2%, 9, 11, 8%, 1, -2%
> CCOc1ncccc1C(=O)OCC(=O)c1ccc(Cl)s1
  -2%, 1%, i, -6.4%, 2%, -2, -21, 2%, 1.1, 2%
> O=C(NCc1ccccn1)C(=O)Nc1cccc2ccccc12
  8%, -6%, i, -6.1%, -7%, 8, 7, 10%, 1.1, 7%
> O=C(OCC#CCSc1nnc(-c2cccc3ccccc23)o1)c1ccco1
  12%, -7%, i, -5.8%, 2%, 1, -2, 6%, 1.1, 2%
> Cc1cc(=O)[nH]c(NN=C2C3CC4CC(C3)CC2C4)n1
  nt, 4%, i, nt, -11%, nt, nt, nt, nt, 6%
> CC(C)(C)C(=O)c1sc(Nc2ccccc2)nc1N
  23%, -1%, i, -2.9%, 2%, 28, 9, 20%, 1, 3%
> O=C(CCN1C(=O)COc2ccccc21)N1CCN(c2ccccn2)CC1
  4%, -5%, i, 0.4%, -2%, 26, 16, 7%, 1.1, 5%
> COc1ccc(Cl)cc1C(=O)NCCc1ccc(S(=O)(=O)NC(=O)NC2CCCCC2)cc1
  -5%, 20%, i, -7.1%, -2%, -4, -4, -5%, 1.1, 10%
> O=C(Nc1ccccc1)N1CCSc2ccccc21
  -10%, -2%, i, -9.6%, -10%, 4, -7, -8%, 1.1, 10%
> Nc1nonc1-c1nc2ccccc2n1CC(=O)O
  -3%, 3%, i, -1.5%, -6%, 10, 22, -2%, 1.1, 11%
> CCOC(=O)c1cc(S(=O)(=O)NC2CCN(C(=O)OCC)CC2)cn1C
  -1%, -12%, i, 0.2%, -3%, -5, 16, -1%, 1.1, 8%
> Cc1ccccc1NC1c2ccccc2C(=O)N1Cc1ccco1 (stereo not given)
  4%, 13%, i, -3.4%, 7%, -10, 2, 1%, 1.1, 4%
> COc1ccccc1OCCNC(=O)/C=C/c1ccc([N+](=O)[O-])cc1
  6%, 12%, i, -1.1%, -3%, 9, 0, 6%, 1, -1%
> CCCCN1C(=O)NC(NC(=O)C2CC2)(C(F)(F)F)C1=O (stereo not given)
  -11%, -6%, i, -2.7%, -7%, -16, -5, -11%, 1.1, 0%
> Cn1c(SCc2ccon2)nc2ccccc2c1=O
  -2%, 1%, i, -2.1%, -1%, 24, 25, 0%, 1.1, 2%
> COc1ccc(S(=O)(=O)N(Cc2cc3cc(C)ccc3[nH]c2=O)CC2CCCO2)cc1 (stereo not given)
  7%, -3%, i, -4.0%, -1%, 10, 18, 5%, 1, 11%
> COCC(C)n1c(C)cc(C(=O)COC(=O)c2ccc(N3CCCC3=O)cc2)c1C (stereo not given)
  8%, 6%, i, -0.5%, -9%, -8, 3, 12%, 1.1, -2%
> Cc1ccc(-n2c(SCC(=O)N3Cc4ccccc4CC3C(=O)O)nnc2-c2cccnc2)c(C)c1 (stereo not given)
  -12%, 3.1µM*, i, -3.1%, 7%, -12, 7, -5%, 1.1, 18%
> O=C(COC(=O)CC(c1ccccc1)c1ccccc1)Nc1ccc(F)c(F)c1
  19%, 5%, i, -5.1%, 5%, 59*, 33*, 18%, 1.2, -1%
> CC(=O)NCCc1ccc(S(=O)(=O)Nc2cccnc2)cc1
  7%, 8%, i, 0.5%, -7%, 3, 9, 10%, 1, 3%
> CCCNC(=O)NS(=O)(=O)c1ccc(Cl)cc1
  -7%, 8%, i, -4.4%, -8%, 3, 1, -11%, 1.1, 4%
> C/C(CCN1CCc2nc(-c3ccccc3)c(-c3ccccc3)cc2C1)=N\O[C@@H](C)c1cc(-c2c(C)cc(C)cc2C)no1
  -3%, 8%, nt, -5.5%, 0%, 24, 24, -2%, 1.1, 2%
> Cc1ccc(NC(=O)CN(C)Cc2ccc(F)cc2)c([N+](=O)[O-])c1
  19%, 1%, i, -2.8%, -1%, 22, 0, 20%, 0.9, 8%
> CCn1c(COc2ccccc2C)nnc1SCC(=O)OC
  -5%, -4%, i, -1.3%, -8%, 5, 11, 5%, 1.1, 8%
> CCOC(=O)N1CCC(NC(=O)C2CCCN(c3nc4ccccc4o3)C2)CC1 (stereo not given)
  3%, 6%, i, -6.9%, -8%, -12, -12, 6%, 1.1, 4%
> COc1ccc(CC(=O)OCC(=O)Nc2cc(S(=O)(=O)N3CCOCC3)ccc2N2CCCC2)cc1
  -24%, 13%, i, -7.5%, -2%, 12, -10, -36%, 1, 3%
> O=C(c1cn(-c2ccccc2)nc1-c1cccs1)N1CCOCC1
  8%, 10%, i, -1.5%, -12%, 5, 4, 8%, 1.1, 0%
> CCCCC(=O)Nc1ccc(C(=O)Nc2ccc3c(c2)OCO3)cc1
  7%, 1%, i, -3.1%, 1%, 15, 18, 20%, 1.1, 0%
> Cc1cc(C(=O)OCC(=O)N2CCOCC2)ccc1[N+](=O)[O-]
  2%, 8%, i, -5.8%, -3%, 2, 28, -10%, 1, -4%
> CC1=CCC(Cc2nc3ccccc3o2)C1(C)C (stereo not given)
  -4%, 1%, i, -7.1%, -3%, 5, 3, 4%, 1.1, -4%
> COc1cc(C(=O)Nc2nc(C)c(Cc3ccc4c(c3)OCO4)s2)cc(OC)c1OC
  16%, -9%, i, 3.0%, 8%, 51, 12, 35%, 1.1, -3%
> Cc1c2ccccc2nc2c(F)c(NC(C)C)c(F)c(F)c12
  24%, 2%, i, -1.8%, 4%, 16, 2, -28%, 1.2, 9%
> O=c1c(Cc2ccc(Cl)cc2Cl)c(O)ccn1Cc1ccc(Cl)cc1
  13%, 8%, i, -6.3%, 2%, 21, 11, 18%, 1.1, -3%
> Cc1ccc(-c2csc(NC(=O)c3cccs3)n2)cc1
  2%, 6%, i, -21%, 9%, 22, 17, 6%, 1, 13%
> CSc1nnc2c(n1)OC(c1cn(C)c3ccccc13)N(C(C)=O)c1ccccc1-2 (stereo not given)
  -6%, 3%, i, -3.4%, -4%, 10, 3, -4%, 1, 3%
> COc1cc(/C=C(\C#N)c2nc3ccccc3[nH]2)ccc1OC(=O)c1ccco1
  -1%, -10%, i, -3.6%, -4%, 28, 22, 14%, 1.2, 7%
> CCc1ccc(/C=C2/C(=O)N(C)C(=S)N2CC(=O)OC)s1
  9%, -3%, i, -3.5%, 0%, 6, 29, 7%, 1, 4%
> COC(=O)CCN(C(=O)c1cc([N+](=O)[O-])cc([N+](=O)[O-])c1)c1ccccn1
  0%, -12%, i, -2.6%, -6%, -4, 8, -19%, 1.1, -2%
> O=C(CN1CCN(c2ccc(F)cc2)CC1)N1CCC(Cc2ccccc2)CC1
  15%, 5%, i, -0.3%, -8%, 40, 44, 19%, 1.1, -1%
> O=C(NC(=S)Nn1cnnc1)c1ccccc1Cl
  -5%, 20%, i, -2.8%, -3%, 11, -4, 14%, 1, -5%
> COc1ccc(COCCN2CCN(S(=O)(=O)c3ccc(C)cc3)CCC2=O)cc1
  -3%, 9%, i, -6.3%, -5%, 3, -9, 4%, 1, -4%
> CC(=O)OCc1nc2sc3c(c2c(=O)[nH]1)CCCC3
  -2%, 1%, i, -1.4%, -4%, -10, -10, -1%, 1, 1%
> COC(C(=O)Nc1cccc([N+](=O)[O-])c1)c1ccccc1 (stereo not given)
  -2%, -1%, i, -10%, -10%, 4, -10, -6%, 1, -1%

# Source: PubChem BioAssay (several laboratories)
